TbREL1 inh: TbREL1 RNA ligase inhibitors, primary screen, biochemical, FRET fluorescence. inhibition, % at 9.66 µM. RNA-editing ligase 1, mitochondrial (Trypanosoma brucei brucei), P86926. TbREL1 RNA ligation. 0.49% of 89,000 active;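 active = inhibition above the mean inhibition across all screened compounds plus 3 SD, cut at about 11% in these data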;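 also: 0% = plate median of test wells and 100% = NSC42067 control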
Target sequence (P86926 whole entry, looked up): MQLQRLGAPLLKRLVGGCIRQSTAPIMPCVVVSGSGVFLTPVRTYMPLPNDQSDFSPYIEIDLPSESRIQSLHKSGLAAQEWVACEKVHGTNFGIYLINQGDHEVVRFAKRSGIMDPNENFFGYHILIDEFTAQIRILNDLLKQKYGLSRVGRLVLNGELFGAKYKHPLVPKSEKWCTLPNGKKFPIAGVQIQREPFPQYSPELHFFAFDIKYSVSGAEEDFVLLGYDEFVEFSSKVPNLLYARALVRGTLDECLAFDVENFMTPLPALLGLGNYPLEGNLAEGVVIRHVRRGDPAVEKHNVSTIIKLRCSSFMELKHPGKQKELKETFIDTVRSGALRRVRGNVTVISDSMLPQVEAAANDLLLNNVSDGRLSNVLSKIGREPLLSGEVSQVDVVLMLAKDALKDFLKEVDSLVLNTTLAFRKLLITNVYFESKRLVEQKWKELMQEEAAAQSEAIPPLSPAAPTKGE
An asterisk follows results filed as active. An excerpt. The share of hits here may be higher or lower than overall.

TbREL1 inh,SMILES
5.4,CC(NC(=O)/C(C#N)=C/c1ccc(C(=O)O)cc1)c1ccccc1 (stereo unspecified)
-0.9,COCCCNC(=O)C[C@@H]1C[C@@]2(C(=O)OC)CC(C)(C)CC=C2N(Cc2cccc3ccccc23)C1=O
-6.8,CCOC(=O)[C@]12CCCC=C1N(Cc1ccc(OC)cc1)C(=O)[C@@H]2CC(=O)NCc1ccc(C)o1
1.2,CCOC(=O)C1CCN(C(=O)C(Cc2ccc3c(c2)OCO3)NC(C)=O)CC1 (stereo unspecified)
-1.1,CN1CCC(C)(C(=O)Nc2cccc(Oc3ccccc3)c2)C1 (stereo unspecified)
6.8,Cn1cc(C(=O)NCc2ccc(F)cc2)c(=O)c2cc(S(=O)(=O)N3CCCCC3)ccc21
0.4,Cc1cc(C(=O)Nc2ccc(CC(=O)O)cc2)c(C)o1
-4.1,CCCCC(=O)N(C)c1c(CC)nc2c(OCC(=O)N(C)C)cccn12
-1.0,Cc1ccc(C(=O)Nc2nnc(-c3cccs3)s2)cc1C
-0.3,COc1ccc(C(=O)N/C(=C\c2cccc3ccccc23)C(=O)NCCc2c[nH]c3ccccc23)cc1OC
-3.0,CCCCNC(=S)NCCN1CCN(C(=S)NCCCC)CC1
7.6,O=S(=O)(Cc1ccccc1)N1CCc2ccccc2C1
-1.8,Cc1ccc2[nH]c(=O)c(C(c3nnnn3CCc3ccccc3)N3CCOCC3)cc2c1 (stereo unspecified)
-0.8,CC(=O)OCCCN1c2ccccc2Nc2nnc(-c3ccccc3)cc21
-2.5,CCOc1ccc2oc(C(=O)NC3CCN(Cc4ccccc4)CC3)c(C)c2c1
0.9,O=S(=O)(CC1NCCc2ccccc21)NCCc1ccccc1 (stereo unspecified)
-5.6,COc1ccc(CCN2CC(C(=O)Nc3nccs3)CC2=O)cc1OC (stereo unspecified)
1.0,COc1cccc(CCNC(=O)COc2cccc3c2OC(C)(C)C3)c1
-0.8,CCOC(=O)c1sc(NC(=O)c2c(CC)noc2C)nc1C
-2.0,COc1ccc(NC(=S)N2CCN(S(=O)(=O)c3ccc(F)cc3)CC2)cc1OC
-0.1,FC(F)(F)c1cccc(CN2CCCCCC2)c1
-1.3,CCOc1ccc2[nH]c3nc(SCC(=O)NCC4CCCO4)nnc3c2c1 (stereo unspecified)
1.6,CN(C(=O)c1cccc(NC(=O)Cc2cccc(NC(=O)C3CCCN(C(=O)c4ccccc4)C3)c2)c1)C1CCC1 (stereo unspecified)
0.6,O=C(/C=C/c1ccc2c(c1)OCCO2)c1ccc(O)cc1

Some of the entries so far, with tabs:
mol	TbREL1 inh
CCOC(=O)C1CCN(C(=O)C(Cc2ccc3c(c2)OCO3)NC(C)=O)CC1 (stereo unspecified)	1.2
COc1ccc(NC(=S)N2CCN(S(=O)(=O)c3ccc(F)cc3)CC2)cc1OC	-2.0
CCOC(=O)c1sc(NC(=O)c2c(CC)noc2C)nc1C	-0.8
CCCCC(=O)N(C)c1c(CC)nc2c(OCC(=O)N(C)C)cccn12	-4.1
COCCCNC(=O)C[C@@H]1C[C@@]2(C(=O)OC)CC(C)(C)CC=C2N(Cc2cccc3ccccc23)C1=O	-0.9
FC(F)(F)c1cccc(CN2CCCCCC2)c1	-0.1
COc1ccc(C(=O)N/C(=C\c2cccc3ccccc23)C(=O)NCCc2c[nH]c3ccccc23)cc1OC	-0.3

Continued:
TbREL1 inh,SMILES
5.7,C#CCOCCOCCOCCNc1nc(N2CCN(C(=O)C([C@@H](C)CC)n3cc(C(N)COC(=O)C(F)(F)F)nn3)CC2)nc(N2CCN(C(=O)[C@H](Cc3ccc(O)cc3)n3cc(C(N)[C@H](C)CC)nn3)CC2)n1 (stereo partly specified)
1.4,NC(=O)c1cc([N+](=O)[O-])ccc1NCc1cccc(N)c1
5.8,Cc1ccccc1-n1ncc2c(SCC(=O)NCc3cccs3)ncnc21
4.8,O=C(Cc1c(F)c(F)c(F)c(F)c1F)Nc1nc(-c2ccccc2)cs1
2.0,CN(C1CCCCC1)S(=O)(=O)c1ccc(C(=O)N2CCN(c3nc4ccccc4s3)CC2)cc1
-1.0,Cc1cc2oc(C(=O)N(Cc3ccccc3)C3CCS(=O)(=O)C3)cc(=O)c2cc1Cl (stereo unspecified)
1.3,CCOc1cc(C)c(C(C)C)cc1S(=O)(=O)NCc1ccccn1
-1.3,CCn1c(SCC(=O)Nc2ccc(C(=O)OC)cc2)nnc1-c1cccs1
0.6,O=C(NCCN1CCOCC1)c1cc(-c2ccc(Cl)s2)nc2ccccc12
-3.6,COc1cc2cc(CN(CCN3CCOCC3)C(=O)Nc3ccc(F)cc3)c(=O)[nH]c2cc1OC
-1.1,CC(C)CN1CCN(CCCc2ccccc2)C(CCO)C1 (stereo unspecified)
5.8,COc1cccc(Nc2nc3cc(OC)ccc3cc2C#N)c1
3.3,O=C(CNC(=O)c1cccc(N2C(=O)c3ccccc3C2=O)c1)Nc1ccc(F)c(F)c1
0.5,Cc1cccc(-c2nc3cc([N+](=O)[O-])ccc3o2)c1
-1.4,COc1ccccc1C(=O)NCCC(=O)Nc1cccc(C)n1
-0.3,C=CCn1c(COc2ccccc2F)nnc1SCC(=O)c1c[nH]c2ccccc12
-2.2,COc1ccc(CN(C)C(=O)CC(c2ccccc2)c2ccccc2)cc1
-3.1,Nc1cc(N)nc(SCC(=O)NCc2ccc3c(c2)OCO3)n1
0.2,COc1ccccc1OCCC(=O)Nc1ccc2c(c1)OCO2
-3.3,COc1cccc(/C=N/n2c(=S)n(C)c3ccccc32)c1OC
-2.2,Cc1ccc(-c2nc(C3CCCN(S(=O)(=O)c4ccc(C)c(C)c4)C3)no2)cc1 (stereo unspecified)
4.5,CCN(CC)CCN(C(=O)Cn1nnc(-c2ccc(C)o2)n1)C(C(=O)NC(C)(C)C)c1cccs1 (stereo unspecified)
6.8,O=C(CN(CC1CCCO1)C(=O)CNS(=O)(=O)c1ccccc1)NCCc1ccccc1 (stereo unspecified)
-4.1,O=C(CCCn1c(=O)c2ccccc2n(CC(=O)NCc2ccco2)c1=O)NCc1ccco1

Reprinted from the entries so far (two entries):
TbREL1 inh,SMILES
-1.1,CN1CCC(C)(C(=O)Nc2cccc(Oc3ccccc3)c2)C1 (stereo unspecified)
6.8,Cn1cc(C(=O)NCc2ccc(F)cc2)c(=O)c2cc(S(=O)(=O)N3CCCCC3)ccc21

Continued:
TbREL1 inh,SMILES
1.8,O=C(Cn1nnc(-c2ccc(F)cc2)n1)N1CCCCC1
3.5,CN(C[C@H](Cc1ccccc1)N(C[C@H](Cc1ccccc1)N(CCc1cc(C(F)(F)F)cc(C(F)(F)F)c1)N=O)N=O)N=O
2.5,O=C1C(C=NCCCn2ccnc2)=C(O)c2ccccc21
-4.4,Cc1ccc(-n2cc(C(=O)c3cc(Cl)ccc3O)cc(C#N)c2=O)cc1
3.1,O=C(NCc1ccco1)/C(=C/c1ccccc1)NC(=O)c1ccco1
7.1,CNc1ccc(/C=C2\COc3ccccc3C2=O)cc1[N+](=O)[O-]
3.1,CCCCCC(=O)Nc1ccc(-c2csc(N)n2)cc1
1.0,Cc1c(-n2c(SCC(N)=O)nc3ccccc3c2=O)c(=O)n(-c2ccccc2)n1C
-0.1,Nc1nnc(SCC(=O)NC2CCCCCC2)s1
-7.2,O=C(CCn1c(=O)oc2ccccc21)Nc1ccc(N2CCOCC2)cc1
1.4,O=C(Nc1cccc(Cl)c1)N1CCN2C(=O)c3ccccc3C12c1ccccc1 (stereo unspecified)
0.4,NCCN1CCN(S(=O)(=O)c2ccc3c(c2)CCN3C(=O)C2CCC2)CC1
-2.3,COc1ccc(-c2c3c(=O)n(C)c(=O)n(C)c3cn2-c2ccccc2O)cc1
-0.5,CCCCc1ccc(NC(=O)N[C@@H](C)C(=O)O)cc1
-1.1,CC[C@H](C)Cc1cn([C@@H](CCCCNC(=O)OC(C)(C)C)C(=O)NCCCCCCCCCCC(=O)N2CCN(C(=O)OC(C)(C)C)CC2)nn1
-0.1,Cn1cccc1C1CCCN1CC(=O)Nc1ccc(C(N)=O)cc1 (stereo unspecified)
-0.6,Cc1ccc(N2C(=O)N(CC(=O)Nc3ccc(C)cc3[N+](=O)[O-])C(=O)C2C)cc1 (stereo unspecified)
-0.2,COc1ccc(OC)c(-n2c(C)cc(C=O)c2C)c1
-1.6,O=C(COC(=O)/C=C/C(=O)OCC(=O)NC12CC3CC(CC(C3)C1)C2)NC12CC3CC(CC(C3)C1)C2
2.7,COc1ccc(C(=O)N/N=C\c2coc3ccc(Cl)cc3c2=O)cc1
-2.8,COc1cccc([C@@H]2CC=C(C(=O)O)[C@H](c3cccc(Cl)c3)N2S(=O)(=O)c2ccc(C)cc2)c1
-2.5,Cc1c(NC(=O)Nc2ccc(C(C)(C)C)cc2)c(=O)n(-c2ccccc2)n1C
-2.2,COc1cc(OC)c(OC)cc1CNC(=O)c1ccc(COc2ccccc2)cc1
4.4,Cc1ccc(OCCCCCN2CCOCC2)c(Cl)c1
-3.5,Cc1ccc(CCN2CC(C(=O)NCCCN3CCN(C)CC3)CC2=O)cc1 (stereo unspecified)
2.1,CC(=O)Oc1ccccc1C1=NN(C(=O)/C=C/c2ccccc2)C(c2ccccc2)C1 (stereo unspecified)
0.2,COCc1[nH][nH]c(=O)c1C=Nc1ccc(Oc2ccccc2)cc1
1.3,Cc1cccc(OC(C)C(=O)OCC(=O)Nc2sccc2C(N)=O)c1 (stereo unspecified)
4.6,NC(=O)[C@@H]1CCOc2c(F)cc([N+](=O)[O-])cc2C(=O)N[C@@H](CO)C(=O)NCC(=O)N1
1.2,CCc1nnc(NC(=O)c2cccc(S(=O)(=O)N3CCN(C)CC3)c2)s1
6.7,CN(C)CCCNc1nc2cc(-c3ccsc3)sc2c(=O)n1C
-0.9,CC(C)NC(=O)C1(C)CCN1Cc1cccc(Cl)c1 (stereo unspecified)
-3.4,COc1cc(C(=O)OCCN2CCOCC2)ccc1O
1.8,CC1CCN(C(=O)CCc2nc3cc(S(=O)(=O)N(C)C)ccc3n2C)CC1
-4.1,CC(OC(=O)c1cccs1)C(=O)NCCc1ccccc1 (stereo unspecified)
-0.6,Cc1ccc(C(=O)NCCCNc2ccccc2[N+](=O)[O-])cc1
2.2,O=[N+]([O-])c1cc(-c2cnc3ccccc3n2)ccc1Oc1ccc(F)cc1
3.5,O=C(OCC(=O)N1CCCC1)c1cc(Cl)ccc1Cl
-0.4,CCSCc1nnc(SCC(=O)Nc2nc(C)cs2)n1C
0.8,CC(C)(O)C#Cc1ccc(CNC[C@H]2O[C@@H](n3cnc4c(N)ncnc43)[C@H](O)[C@@H]2O)s1
-0.9,O=C(CN(Cc1ccc(Br)cc1)S(=O)(=O)c1ccccc1)NCc1cccnc1
1.9,Cc1cc(C)cc(NC(=O)C2C3C=CC4(O3)C2C(=O)N(CCCN(C)C)C4C(=O)NC2CCCC(C)C2C)c1 (stereo unspecified)
1.3,CCOC(=O)c1c(S(=O)(=O)Nc2ccccn2)c(C)n(C)c1C
2.3,O=C(/C=C(\Nc1ccc(Cl)c(Cl)c1)c1ccccc1)c1ccccc1
0.1,O=C(N/N=C/c1ccccc1O)C1CC(=O)N(c2ccc(Cl)cc2)C1 (stereo unspecified)
-4.3,CCc1nc2ccc(C(=O)NCCOc3ccc(OC)cc3)cn2c1N(C)Cc1cccs1
0.8,CCn1cc(C(=O)NC(=S)Nc2sc3c(c2C(=O)OC)CCCCCC3)cn1
1.1,CCOC(=O)c1ccc(S(=O)(=O)Nc2cc(C(C)(C)C)no2)cc1
3.0,O=C(Nc1ccccc1)Nc1nnc(Cc2ccc(F)cc2)s1
4.7,CN1CCN(C(=O)c2cnn3c(C(F)(F)F)cc(-c4ccc5c(c4)OCO5)nc23)CC1
3.1,COc1cccc2cc(C(=O)NCCc3ccccc3)oc12
4.2,O=C(CCCc1ccccc1)N1CCN(c2ccc([N+](=O)[O-])cc2)CC1
3.2,C/C(=N\Nc1ccc([N+](=O)[O-])cc1[N+](=O)[O-])c1cccnc1
-0.5,COc1cc(-c2cc(C(=O)Nc3ccccc3N3CCOCC3)c3ccccc3n2)cc(OC)c1OC
0.4,Cc1ccccc1NC(=O)CCS(=O)(=O)c1ccccc1
2.0,Cc1cccc(Nc2ncnc3onc(-c4ccc(F)cc4)c23)c1C
2.5,NC(=O)c1ccc(-n2nnnc2SCc2ccc(F)cc2)cc1
-4.6,CCn1c(-c2ccc(C(C)(C)C)cc2)n[nH]c1=S
-2.5,O=C(Oc1ccc(-c2nnco2)cc1)C1CCN(C(=O)c2ccc(F)cc2)CC1
0.4,CCCc1cc(=O)n2[nH]c(C)cc2n1

New compounds follow
TbREL1 inh,SMILES
0.3,CSc1ccccc1NC(=O)c1ccoc1C
-4.4,O=C(c1cc(N2C(=O)C3C4CCC(C4)C3C2=O)ccc1Cl)N1CCN(c2ccc(F)cc2)CC1 (stereo unspecified)
5.0,CC(=O)CSc1nnc(-c2ccc(S(=O)(=O)N3CCCC3)cc2)n1C
2.5,Cc1ccc(C)c(Cn2c(O)c(N=NC(=S)Nc3ccccc3F)c3ccccc32)c1
-3.5,COc1ccc(-n2c(C)nnc2SCC(=O)Nc2ccccc2F)cc1
-2.1,CN(C(=O)CSc1nc(N)c2c3c(sc2n1)CSC(C)(C)C3)c1ccccc1
6.9,CN(CC(=O)Nc1ccc(Cl)cc1)C(=O)c1cc(-c2cccs2)nn1-c1ccccc1
1.0,C=CCn1c(SCC(=O)N2CCCC2)nc2scc(-c3cccs3)c2c1=O
-3.4,Cc1ccc(C(=O)NCC(=O)OCc2nc3sc(C)c(C)c3c(=O)[nH]2)cc1
0.1,CC(C)COC(=O)c1ccc2c(c1O)C(=O)c1ccccc1C2=O
-2.5,COC(=O)CSc1nnc(-c2n[nH]c3c2CCC3)n1N
-0.2,O=C1CCC(C(=O)N(c2ccccc2)C2(C(=O)NC3CCCCC3)CCCCC2)N1 (stereo unspecified)

3 compounds already listed, ordered by the value under TbREL1 inh, descending:
TbREL1 inh,SMILES
5.7,C#CCOCCOCCOCCNc1nc(N2CCN(C(=O)C([C@@H](C)CC)n3cc(C(N)COC(=O)C(F)(F)F)nn3)CC2)nc(N2CCN(C(=O)[C@H](Cc3ccc(O)cc3)n3cc(C(N)[C@H](C)CC)nn3)CC2)n1 (stereo partly specified)
1.1,CCOC(=O)c1ccc(S(=O)(=O)Nc2cc(C(C)(C)C)no2)cc1
-0.5,COc1cc(-c2cc(C(=O)Nc3ccccc3N3CCOCC3)c3ccccc3n2)cc(OC)c1OC

High-throughput results deposited in PubChem by The Scripps Research Institute Molecular Screening Center.
